# EWS-Fli inh = EWS/Fli-driven NR0B1 reporter inhibitors, primary screen, A673 cells, NR0B1 luciferase, luminescence, MLPCN library; hit rate 0.67% among 350,000; inhibition, % at 12.6 µM; viability-normalised;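 active = mean inhibition of at least 50% after viability correction, with every replicate also passing that limit; inconclusive = mean reaches 50% but only one of two replicates passes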;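 also: firefly luciferase signal divided by Alamar Blue viability fluorescence both relative to DMSO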
# ARNT-TACC3 inh = disruptors of ARNT/TACC3 protein interaction, primary screen, biochemical, AlphaScreen, single concentration; AID 623870, 2012; hit rate 0.66% among 390,000; inhibition, % at 9.99 µM; Transforming acidic coiled-coil-containing protein 3 (Homo sapiens), Q9Y6A5; AlphaScreen His-ARNT PAS-B/GST-TACC3 binding, luminescence; TACC3 fragment carries E629A point mutation;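 active = mean inhibition of replicates at least 50% and at least half of replicates each reaching 50%; inconclusive = half or more replicates reach 50% but mean below 50%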;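 also: 0% = complete ARNT plus TACC3 wells and 100% = ARNT alone without TACC3; many hits fall short of the cut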
# LGR2 inh = inhibitors of bursicon-induced LGR2 CRE-luciferase signal, primary screen, cell-based, HEK293, CRE-luciferase reporter, bursicon stimulation; Drosophila bursicon receptor LGR2 (rickets); AID 720647, 2013; hit rate 0.35% among 380,000; inhibition, % at 9.99 µM; bursicon-stimulated, 4 h;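 active = drop in luminescence signal, shown as inhibition above about 50% in the replicate tests, limit read from the data, passing the limit was not always enough; inconclusive = probably only some replicates passing the limit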;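 also: agonist challenge used bursicon conditioned medium at about half maximal strength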
# PAX8 reporter = inhibitors of PAX8-driven TPO luciferase reporter, primary screen, RMG-I cells, single concentration; SteadyGlo, 24 h; inhibition, % at 12.6 µM; hit rate 1.2% among 360,000; AID 652154, 2013;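 active = mean replicate inhibition at least 60% with every replicate also reaching 60%; inconclusive = only one of the two criteria is met; inactive = mean below 60% and not all replicates reaching 60%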;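 also: luciferase light reporting Pax8 driven TPO promoter activity; plate controls were median of neutral control wells for no effect and mitoxantrone controls for full effect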
# DENV2 CPE = inhibitors of DENV2 cytopathic effect, primary screen, cell-based, plate reader, single concentration; CPE inhibition, % at 9.99 µM; hit rate 1.7% among 350,000; DENV2-infected cells, cytopathic effect rescue; in the data active = CPE inhibition above about 20%, passing the limit was not always enough; inconclusive = no clear call, values can overlap the other calls; tested in BHK-21 cells;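 also: 0% = median of neutral control wells and 100% = median of positive control wells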
# CASP6 VEID inh = human caspase-6 inhibitors, primary screen, biochemical, VEID-R110 fluorescence, single point, set 2 | P55212 | inhibition, % at 12.5 µM | purified caspase-6, Z-VEID-R110 cleavage fluorescence | hit rate 0.53% among 350,000;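 active = mean inhibition across replicates at least about 35%, with every replicate also reaching that limit, limit read from the data; inconclusive = only one of the two criteria met; inactive = neither criterion met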;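 also: 0% = median of neutral control wells and 100% = no fluorescence left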
# Target sequence (P55212 24-179 limits assumed): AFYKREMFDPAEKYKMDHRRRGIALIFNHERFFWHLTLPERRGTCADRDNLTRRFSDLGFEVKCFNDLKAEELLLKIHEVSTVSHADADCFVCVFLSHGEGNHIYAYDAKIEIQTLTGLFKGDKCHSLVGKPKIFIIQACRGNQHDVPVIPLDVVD
# Target sequence (P55212 194-293 limits assumed): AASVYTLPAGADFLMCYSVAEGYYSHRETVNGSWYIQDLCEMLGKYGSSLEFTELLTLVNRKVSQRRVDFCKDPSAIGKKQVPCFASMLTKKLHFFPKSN
# SIRT5 inh = SIRT5 desuccinylase inhibitors, primary screen, biochemical, fluorescence imaging, single point, set 5. AID 652115, 2013. Purified SirT5, succinyl-peptide AMC, trypsin-coupled fluorescence. inhibition, % at 15 µM. hit rate 1.1% among 330,000. NAD-dependent protein deacylase sirtuin-5, mitochondrial (Homo sapiens), Q9NXA8; in the data active = inhibition above about 15%; inconclusive = no clear call, values can overlap the other calls
# Target sequence (Q9NXA8 whole entry, looked up): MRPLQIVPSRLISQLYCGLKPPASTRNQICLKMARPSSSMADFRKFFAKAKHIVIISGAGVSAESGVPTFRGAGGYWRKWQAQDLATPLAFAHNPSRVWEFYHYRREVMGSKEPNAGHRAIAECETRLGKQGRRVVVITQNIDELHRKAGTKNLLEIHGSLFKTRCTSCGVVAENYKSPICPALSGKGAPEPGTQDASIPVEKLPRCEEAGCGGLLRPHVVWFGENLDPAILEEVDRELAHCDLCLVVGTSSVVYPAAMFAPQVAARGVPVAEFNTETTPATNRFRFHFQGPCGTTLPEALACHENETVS
# An asterisk follows results filed as active; ? = inconclusive; . = no result given.
# Each structure is followed by: EWS-Fli inh, ARNT-TACC3 inh, LGR2 inh, PAX8 reporter, DENV2 CPE, CASP6 VEID inh, SIRT5 inh
CC1CCN(C2(O)C(=O)Nc3ccc(Cl)cc32)CC1 (centres undefined)
    8, 2, 4, -40, -1, -1, -12
S=c1nc(C2COc3ccccc3O2)[nH][nH]1 (centres undefined)
    -25, -3, -1, -22, -4, 8, 7
CC(=O)Nc1ccc(C)c([N+](=O)[O-])c1
    -2, 6, 25, -9, 4, 1, -8
CC(=O)N1CCN(S(=O)(=O)c2cccc(C(=O)OCc3ccc(C(C)(C)C)cc3)c2)CC1
    -2, -15, 2, 19, -1, 2, -1
OCCCn1c(C2CCCN2c2nc(-c3ccc(F)cc3)cs2)nc2cc(C(F)(F)F)ccc21 (centres undefined)
    8, 0, -9, 23, 6, ., .
CCCN1C[C@H](C)[C@H](OC)CN(C)C(=O)c2ccc(NC(=O)c3cccc(F)c3)cc2OC[C@H]1C
    2, -8, -10, -22, 5, -3, 6
O=C(O)c1ccccc1NC(=O)C1C2C=CC(C2)C1C(=O)O (centres undefined)
    -1, 10, 6, 18, 3, 4, -2
CCn1c(SCC(=O)Nc2nnc(C)s2)nc2c(c1=O)SC(C)C2 (centres undefined)
    0, 1, 5, 14, 3, -3, 2
CC(=O)N1[C@@H](CO)[C@H](c2ccccc2)[C@@H]1CN(C(=O)c1ccc(F)cc1)C(C)C
    0, -6, 11, 3, -2, 1, -2
Cc1cccc(S(=O)Cc2ccc(C(=O)N3CCN(C(=O)c4ccco4)CC3)o2)c1 (centres undefined)
    3, -8, 7, -2, 6, -2, 7
CCCCc1nc2ccccc2c(N)c1CCC (tested in a mixture with another compound)
    8, -2, 10, -4, -1, 1, 0
O=C(C[C@@H]1C[C@H]2c3cc(NC(=O)C4CCOCC4)ccc3O[C@H]2[C@H](CO)O1)NCC(F)(F)F
    -1, -2, -5, -5, 10, 6, -1
Cc1ccc(S(=O)(=O)N2C[C@@H]3[C@H]4CC[C@H](C4)[C@@H]3[C@@H](C)[C@H]2C#N)cc1
    -2, -8, 13, -5, -3, -3, .
Cc1nc(SCC(=O)N2CCC(Cc3ccccc3)CC2)[nH]c(=O)c1C
    6, -1, -3, 11, 1, 1, 1
CCOC(=O)c1nc(C)sc1-c1ccnn1S(=O)(=O)c1ccccc1C(F)(F)F
    17, 5, ., 11, -10, 6, 3
O=C(C[C@@H]1C[C@@H]2c3cc(NC(=O)Cc4ccncc4)ccc3O[C@@H]2[C@H](CO)O1)NCc1cc(F)ccc1F
    3, -8, 5, -13, 1, 0, 8
O=C(CSc1nnc(-c2ccc(F)cc2)n1CC1CCCO1)NCc1ccco1 (centres undefined)
    -4, -2, 3, -4, -3, -113, 0
Cc1nc(NC(=S)NC(=O)COc2ccccc2Cl)ccc1Br
    -9, -1, 8, -1, 5, 0, -1
O=C(NCCCN1CCN(c2ccc(F)cc2)CC1)Nc1ccc([N+](=O)[O-])cc1
    16, 14, 12, 30, 0, 0, -3
O=C(c1ccccc1F)N1CC(=O)N2[C@H](CO)[C@H](c3ccc(-c4ccc(F)cc4)cc3)[C@H]2C1
    -7, ., -9, -9, -6, 1, -1
CC(=O)c1ccc(NC(=O)C2CC(=O)N(C(C)C)C2)cc1 (centres undefined)
    7, -5, -1, 4, 1, 0, -3
Cn1c(=O)[nH]c(=O)c2c1nc1n2CC(COc2ccc3ccccc3c2)O1 (centres undefined)
    -2, -5, 6, -5, 5, 0, 6
COC(=O)c1c(NC(=O)c2ccco2)sc2c1CC(C)(C)NC2(C)C
    -6, -1, 1, 6, 15, -6, -3
CCCn1c(N)c(N(CCOC)C(=O)COC(=O)COc2c(C)cc(C)cc2C)c(=O)[nH]c1=O
    -7, ., 7, -9, -5, 1, .
COc1ccc(NC(=O)Nc2cccc3c2O[C@@H](CN(C)C(=O)Nc2ccc4c(c2)OCO4)[C@H](C)CN([C@@H](C)CO)C3=O)cc1
    -4, 0, 3, ., -3, 1, 8
COc1ccc(N2CCN(CC(=O)NC(=O)NCc3ccco3)CC2)cc1
    ., 1, -4, 2, ., ., .
Cc1ccc(SCC(=O)NC(=O)Nc2ccc3c(c2)OCCO3)c(C)c1
    ., 1, 3, 10, ., ., .
Cc1cc(C)nc(N/N=C/c2ccccc2)n1
    -50, 3, -52, ., ., 0, 2
COc1ccc(/C=N/NC(=O)c2sc3nc(C)cc(C)c3c2N)cc1
    -6, -11, -10, 2, 10, 1, -3
CCOC(=O)CCCCC(=O)c1[nH]c(=O)[nH]c1CSCCO
    -18, 2, 7, ., ., -5, 0

# (more compounds)
# Each structure is followed by: EWS-Fli inh, ARNT-TACC3 inh, LGR2 inh, PAX8 reporter, DENV2 CPE, CASP6 VEID inh, SIRT5 inh
Cc1ccc2nc(C)c3c(c2c1)N(c1ccc(F)cc1)CC3
    14, ., 5, 16, 0, 3, 0
O=C(COC(=O)CCc1nc2ccccc2c(=O)[nH]1)NC(c1ccccc1)c1ccccc1
    8, -1, 20, 9, 2, -5, -5
O=C(COc1cc(Cl)ccc1Cl)Nc1nnc(C2CC2)s1
    -9, 2, 3, -8, -12, -1, 0
CC(=NOC(=O)c1ccc(Cl)cc1)c1nccs1
    2, ., 18, -13, -3, 0, 2
N#C[C@@H]1[C@@H](c2ccc(C3=CCCC3)cc2)[C@@H](CO)N1c1nc(-c2ccccc2)cs1
    -10, 22, -8, -3, ?, 2, -2
O=C(NCCOc1ccccc1)c1ccccc1SCC(=O)N1CCCC1
    10, -12, ., 21, 7, -1, 0
COc1cc(C(=O)NCCc2cn3ccc(C)cc3n2)cc(OC)c1OC
    -12, ., -11, 2, -5, 1, 0
O=C(NCC(c1ccco1)N1CCc2ccccc21)C(=O)Nc1ccccc1F (centres undefined)
    -5, 0, 17, -10, 2, -1, -1
CC1CC(NC(=O)c2cc3c(=O)n4ccccc4nc3n2C)CC(C)(C)C1 (centres undefined)
    ., -10, 0, -11, -4, 1, 15*
COc1ccccc1S(=O)(=O)N[C@H]1C=C[C@@H](CC(=O)N2CCCCC2)O[C@@H]1CO
    4, 0, 9, 4, -1, -1, 4
COCc1[nH][nH]c(=O)c1C=Nc1ccc(C(F)(F)F)cc1
    -4, ., 2, 1, 4, 4, -3
C[C@H]1CN([C@@H](C)CO)C(=O)c2cccc(NC(=O)Nc3ccccc3)c2O[C@@H]1CN(C)CC1CC1
    1, 2, -18, -22, 4, 2, -2
CN1CCN(C(=O)c2ccccc2NC(=O)COc2ccccc2Cl)CC1
    ., -2, 10, -24, -11, 1, -2
Cc1ccc(C(=O)N/C(=C\c2cccs2)C(=O)NC2CCCCC2)cc1
    16, -3, 9, ., 6, -2, 0
CCCCCC(O)C=CC1C(O)CC(O)C1CC=CCCCC(=O)O (centres undefined)
    2, ., 5, ., 8, -1, 5
COc1cc(C(=O)Nc2ccc(S(=O)(=O)Nc3ncccn3)cc2)c([N+](=O)[O-])cc1OC
    -2, -4, 15, -6, 1, -1, -2
C[C@H](NC(=O)C1CCN(S(=O)(=O)c2ccccc2)CC1)C(=O)NC1CC1
    15, ., -3, -10, 0, 1, .
Cc1cc(C)n(CC2CC(=O)N(c3ccc(C)c(Cl)c3)C2=O)n1 (centres undefined)
    9, 33, 4, -2, -2, 0, 5
Cc1cc[n+](CC[n+]2ccc(C)cc2)cc1
    -22, -9, -8, 4, -8, -130, .
CCOc1ccc(S(=O)(=O)NCCC(=O)N2CCN(C(C)=O)CC2)cc1
    -1, ., 15, 6, ?, -148, -2
CCN(CC)c1ccc(CNCc2cccs2)cc1
    -10, -1, -4, -3, -7, -2, 2
CC(C)C[C@H]1CN=C(N(C)C)N1CC1CCCC1
    -3, -3, 2, 10, -1, -2, -2
CC(=O)N(C)C[C@@H]1Oc2ncc(C#CCc3ccccc3)cc2C(=O)N([C@@H](C)CO)C[C@H]1C
    3, -20, -6, ., 1, 0, 0
O=C(Nc1nccs1)c1ccc(Cl)cc1[N+](=O)[O-]
    -6, -5, 8, ., 4, 0, -3
Cc1cccc(N2CCN(Cc3nc(-c4cccc(Oc5ccccc5)c4)oc3C)CC2)n1
    ., 4, -13, -8, ., ., .
COc1ccc(S(=O)(=O)Nc2ccc3c(c2)C(=O)N([C@@H](C)CO)C[C@H](C)[C@@H](CN(C)Cc2ccc(C(F)(F)F)cc2)O3)cc1
    -2, 1, 17, ., -1, 0, 9
O=C(c1ccco1)N1CCN(C(=O)c2ccco2)C1=S
    -9, -10, 83*, 21, -8, 1, .
Cc1noc(C)c1NC(=O)Nc1ccc2c(c1)CC(=O)N([C@@H](C)CO)C[C@H](C)[C@H](CN(C)S(=O)(=O)c1ccccc1)O2
    -51, ., -1, -9, -2, 1, 3
O=C1CNC(=S)N1CCCn1ccnc1
    -8, 60*, 5, 0, -3, -4, 13
COc1ccc2c3c([nH]c2c1)[C@@H](CO)N(C(C)=O)CC31CN(Cc2cc(-c3ccccc3)on2)C1
    6, ., 7, ., -4, 2, 0

# (further entries)
# Each structure is followed by: EWS-Fli inh, ARNT-TACC3 inh, LGR2 inh, PAX8 reporter, DENV2 CPE, CASP6 VEID inh, SIRT5 inh
COc1ccc(C2NC(=O)c3ccccc3O2)cc1 (centres undefined)
    8, 3, 1, 11, 8, -5, 3
COc1ccc(NC(=O)N(C)C[C@@H]2Oc3ccc(NC(=O)CCC(F)(F)F)cc3CC(=O)N([C@H](C)CO)C[C@@H]2C)cc1
    -7, -6, -6, -7, 14, 1, -4
Cc1nc(C(=O)NC2CC2)sc1C1(C)CC(c2ccccc2)=NO1 (centres undefined)
    -11, -12, -15, -15, 4, -1, -2
Cc1ccc(OCC(=O)N2CCN(S(C)(=O)=O)CC2)cc1
    0, 0, 1, 9, 1, -4, -6
Nc1ccccc1SCc1ccccc1Cl
    -14, -4, -13, -2, -2, 1, .
C[C@H]1CCCCO[C@@H](CN(C)C)[C@@H](C)CN([C@@H](C)CO)C(=O)c2cc(NC(=O)Nc3cccc4ccccc34)ccc2O1
    1, 13, -1, 21, 5, -1, 0
CCOc1c(C)cnc2c1c(=O)n(CC(=O)NCC1CCCO1)c(=O)n2C (centres undefined)
    -4, -3, 7, 4, -3, 1, 0
CCC(=O)N1CC[C@@H]2[C@H]1c1cc(-c3ccc(F)cc3)ccc1N(C)[C@H]2CO
    -7, 17, -4, 10, 1, -1, 5
CCCC#Cc1cnc2c(c1)C(=O)N([C@@H](C)CO)C[C@H](C)[C@@H](CN(C)C(=O)Nc1cccc(F)c1)O2
    3, 1, -4, 11, 7, 3, 1
CO[C@@H]1CN(C)C(=O)c2cc(NC(=O)NC(C)C)ccc2OC[C@@H](C)N(C)C[C@H]1C
    -14, 0, -3, ., ?, 3, 1
CN1C[C@@H]2C(c3ccc(Cl)nc3)C3(c4ccc(C#N)cc4)CC2(C3)[C@H]1c1ccccc1 (some centres undefined)
    10, 1, ., 10, -6, ., .
CN1C(=O)c2cc(NC(=O)c3cnccn3)ccc2OC[C@@H]2O[C@H](CC(=O)NCC3CCCCC3)CC[C@H]21
    6, -5, 3, -8, 4, 2, 2
C[C@]1(C(=O)O)Cc2oncc2C[C@@H]1C(=O)O
    1, -1, 0, 44, -1, 2, -6
O=C(CCS(=O)(=O)c1ccc(Cl)cc1)NC1CCCC1
    1, 25, 10, -3, 2, 2, 1
Cc1nn(-c2ccccc2)c(Cl)c1C(=O)NNC(=O)c1ccccc1O
    -24, -8, -31, -10, 8, -4, 0

# High-throughput results as filed in PubChem BioAssay.
